RGS8-Gao reg: modulates binding of RGS8 to human Galphao; P09471; multiplexed bead flow cytometry; actives lie on both sides; response (percent of control binding), % at 10 µM; 0.34% of 220,000 active; AID 1423; in the data active means response below about 60% or above about 140%; inactive means in between;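 further: Galphao activated as the GDP aluminium fluoride complex binding bead-coupled RGS8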
Bim-Bcl-2: human Bim-Bcl-2 interaction inhibition | Bead-based flow cytometry, Bim peptide-Bcl-2 binding | 0.06% of 190,000 active | AID 950 | inhibition, % at 10 µM; in the data active means inhibition above about 40%;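 further: 0% = no compound wells with probe peptide and 100% = reference peptide inhibitor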
Target sequence (P10415 whole entry, looked up): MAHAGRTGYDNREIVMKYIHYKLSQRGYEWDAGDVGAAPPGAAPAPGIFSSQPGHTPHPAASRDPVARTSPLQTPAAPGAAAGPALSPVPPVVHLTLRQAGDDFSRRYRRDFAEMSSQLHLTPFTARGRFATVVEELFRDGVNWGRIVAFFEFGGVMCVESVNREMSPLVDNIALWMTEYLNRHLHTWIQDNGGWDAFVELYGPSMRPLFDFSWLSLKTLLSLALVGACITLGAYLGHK
RGS4-Gao reg: modulates binding of RGS4 to human Galphao. P09471. Multiplexed bead flow cytometry; actives lie on both sides. binding response (% of control), % at 10 µM. 0.33% of 220,000 active. AID 1415; in the data active means binding response below about 49% or above about 150%; inactive means in between;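 further: fluorescent Galphao activated with aluminum fluoride binding bead-coupled RGS4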
Bim-Bcl-W: human Bim-Bcl-W interaction inhibition | inhibition, % at 10 µM | 0.02% of 190,000 active | bead-based flow cytometry, Bim peptide-Bcl-W binding | AID 952 | Q92843;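 further: 0% = bound tracer without compound and 100% = peptide blocker; higher means less fluorescent Bim peptide bound to Bcl-W beads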
Target sequence (Q92843 whole entry, looked up): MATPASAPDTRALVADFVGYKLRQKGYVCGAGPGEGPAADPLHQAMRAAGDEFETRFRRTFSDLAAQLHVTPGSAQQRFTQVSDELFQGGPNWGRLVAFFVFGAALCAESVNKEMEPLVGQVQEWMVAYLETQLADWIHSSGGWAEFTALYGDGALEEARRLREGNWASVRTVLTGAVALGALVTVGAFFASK
Bcl-XL Bim block: disrupts Bim peptide binding to human Bcl-XL. 0.04% of 190,000 active. AID 1007. bead flow cytometry, fluorescence. inhibition, % at 10 µM. Q07817
Target sequence (Q07817 whole entry, looked up): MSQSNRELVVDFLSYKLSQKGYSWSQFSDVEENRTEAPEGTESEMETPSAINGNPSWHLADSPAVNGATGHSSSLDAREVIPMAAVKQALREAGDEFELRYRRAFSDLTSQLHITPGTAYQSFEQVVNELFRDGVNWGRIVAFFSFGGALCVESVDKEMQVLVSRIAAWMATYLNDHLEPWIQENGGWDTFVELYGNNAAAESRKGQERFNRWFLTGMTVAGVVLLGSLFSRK
Bfl-1 Bim block: human Bim-Bfl-1 interaction inhibition. 0.12% of 190,000 active. Q16548. AID 1008. Bead-based flow cytometry, Bim-Bfl-1 binding inhibition. inhibition, % at 10 µM;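 further: 0% = wells without compound plus tracer and 100% = blocker peptide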
Bcl-B Bim block: disrupts Bim peptide binding to human Bcl-B; inhibition, % at 10 µM; 0.073% of 190,000 active; Q9HD36; bead-based flow cytometry;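 further: 0% = tracer peptide without compound and 100% = reference inhibitor peptide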
Target sequence (Q9HD36 whole entry, looked up): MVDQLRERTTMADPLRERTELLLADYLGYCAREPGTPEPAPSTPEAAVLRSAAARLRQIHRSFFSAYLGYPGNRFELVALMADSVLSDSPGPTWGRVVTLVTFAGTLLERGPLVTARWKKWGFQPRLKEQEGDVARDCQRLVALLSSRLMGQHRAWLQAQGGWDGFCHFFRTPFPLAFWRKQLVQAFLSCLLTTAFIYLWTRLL
GSH bead fluor: compound fluoresces at 488/530 nm on GSH beads. GSH beads flow cytometry, compound fluorescence 488/530 nm; stronger effect = higher value. 0.25% of 190,000 active. fluorescence (KMESF) at 10 µM; in the data active means fluorescence above about 89;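 further: glutathione beads carrying GST-tagged Bcl family fusion proteins plus one bare bead set; values are compound well signal with DMSO vehicle wells as background; inactives centre near 16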
RGS7-Gao: human RGS7-Galphao interaction regulation; Multiplexed bead flow cytometry, RGS7-Galphao binding; actives lie on both sides; binding response (% of control), % at 10 µM; 0.35% of 220,000 active; AID 1439; in the data active means binding response below about 49% or above about 150%;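 further: fluorescent Galphao held in activated GDP-AlF4 state binding bead-coupled RGS7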
ABCG2 inh: human ABCG2 inhibition, ABCB1 as counter-screen | Q9UNQ0 | IgMXP3 cells, JC-1 efflux, flow cytometry | inhibition, % at 6.6 µM | 0.1% of 190,000 active | AID 1325;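 active means inhibition above 80%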;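 further: 0% = DMSO and 100% = nicardipine control wells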
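test system = two drug-resistant human cell lines, ABCG2 and ABCB1 | amount = 3 million cells/mL final, two lines in 1:1 ratio | reagent = JC-1 transporter substrate | doses = one concentration, 6.6 µM final | incubation = 10 min at 25 °C | signal = flow cytometric JC-1 green MFI at 530 nm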
ABCB1 block: inhibitors of human ABCB1 transporter, ABCG2 counter-screen. 0.067% of 190,000 active. CCRF-Adr cells, JC-1 efflux, flow cytometry. inhibition, % at 6.6 µM. P08183; in the data active means inhibition above about 40%;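 further: 0% = vehicle and 100% = reference inhibitor; higher value means more JC-1 retained so stronger ABCB1 efflux block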
Active calls of the source: *. Unless noted, no stated cut-off is given here; in the data, active means inhibition above about 40%.

cpd | Structure | RGS8-Gao reg | Bim-Bcl-2 | RGS4-Gao reg | Bim-Bcl-W | Bcl-XL Bim block | Bfl-1 Bim block
1 | CCS(=O)(=O)c1ccc2oc(SCC(=O)Nc3ccc(OC)c(OC)c3)nc2c1 | 101 | -4 | 98 | -2 | -2 | -2
2 | CN(C)c1ccc(-c2noc(-c3ccccc3O)n2)cc1 | 99 | 0 | 101 | 0 | 0 | -3
3 | COC(=O)CC1C(=O)NCCN1C(=S)NC(=O)c1sc2ccccc2c1Cl (stereo not given) | 103 | -2 | 103 | -1 | -1 | 2
4 | CCOc1ccc(C(c2c(O)nc(SC)n(C)c2=O)c2c(O)nc(SC)n(C)c2=O)cc1 | 96 | 0 | 101 | 2 | 0 | 0
5 | NC(=O)C(c1cccc(Cl)c1)c1ncc(C(F)(F)F)cc1Cl (stereo not given) | 103 | -4 | 103 | 2 | 2 | -6
6 | O=C1NC2(CCCCC2)C(=O)N1Cc1cc(=O)n2ccsc2n1 | 101 | 0 | 91 | 0 | -1 | -1
7 | O=c1oc(-c2ccccc2)nc2sc3c(c12)CCCC3 | 113 | -1 | 103 | 0 | -5 | -4
8 | Cc1ccc(NC(=O)CSc2nnc([C@@H]3CCCN3C(=O)OC(C)(C)C)o2)c(C)c1 | 101 | -1 | 101 | -1 | -4 | -2

cpd | Bcl-B Bim block | GSH bead fluor | RGS7-Gao | ABCG2 inh | ABCB1 block
1 | -2 | 12 | 92 | 0 | -0.1
2 | -1 | 16 | 96 | 1 | 0.0
3 | 0 | 13 | 94 | -7 | -2.1
4 | 1 | 18 | 96 | -2 | -0.3
5 | -2 | 15 | 102 | 0 | 0.1
6 | 0 | 12 | 93 | 0 | 0.3
7 | 0 | 6 | 112 | 2 | 0.2
8 | -8 | 4 | 102 | -2 | -0.3

Other structures.
cpd | Structure | RGS8-Gao reg | Bim-Bcl-2 | RGS4-Gao reg | Bim-Bcl-W | Bcl-XL Bim block | Bfl-1 Bim block
9 | COc1ccc(OC)c(NC(=O)CSc2nnnn2-c2ccc3c(c2)OCO3)c1 | 99 | 2 | 92 | 1 | 0 | -4
10 | C=CCN1C(=O)CSc2ccc(C(=O)NCc3ccco3)cc21 | 104 | -13 | 101 | -2 | -10 | -15
11 | CC(C)(C)NC(=O)CSc1nc2ccc(NC(=O)CSc3nnc(N)s3)cc2s1 | 98 | 11 | 102 | -1 | 2 | 14
12 | O=C(CSc1nc2ccccc2s1)Nc1ccc(N2CCOCC2)c(Cl)c1 | 100 | -8 | 100 | -7 | -12 | -16
13 | CCOC(=O)Cc1csc(N/C(=N/S(=O)(=O)c2ccc(F)cc2F)c2ccccc2)n1 | 99 | -7 | 99 | -1 | -2 | -4
14 | Cn1c(=O)[nH]c(=O)c2[nH]c(CN3CCN(C(=O)c4ccco4)CC3)nc21 | 102 | -11 | 99 | 0 | -6 | -14
15 | CCCc1nc2sc3c(c2c(=O)[nH]1)CCCC3 | 104 | 0 | 102 | -1 | 2 | -6
16 | Cc1ccc(C)c(NC(=O)CSc2ncnc3nc[nH]c23)c1 | 102 | -7 | 101 | -5 | 0 | -2

cpd | Bcl-B Bim block | GSH bead fluor | RGS7-Gao | ABCG2 inh | ABCB1 block
9 | 1 | 27 | 88 | 1 | -5.2
10 | -9 | 33 | 99 | 15 | 0.3
11 | 0 | 8 | 101 | 3 | -0.2
12 | -17 | 18 | 102 | 1 | 0.0
13 | -4 | 13 | 101 | 2 | 1.5
14 | -6 | 17 | 96 | 0 | 0.2
15 | -5 | 25 | 96 | 4 | 0.8
16 | -8 | 16 | 104 | 4 | 0.3

Other results follow:
cpd | Structure | RGS8-Gao reg | Bim-Bcl-2 | RGS4-Gao reg | Bim-Bcl-W | Bcl-XL Bim block | Bfl-1 Bim block
17 | N#Cc1nc(COc2ccccc2)oc1N1CCN(Cc2ccccc2)CC1 | 99 | -10 | 101 | 0 | -8 | -11
18 | Cc1nc2ncnn2c(N2CCN(S(=O)(=O)c3ccc(Br)cc3)CC2)c1C | 102 | 0 | 102 | 2 | 0 | -3
19 | Cc1cc2nc3c(nc2cc1C)C1(C(=O)O)CCC3(C)C1(C)C (stereo not given) | 101 | -6 | 96 | -1 | -11 | -7
20 | O=C(CCNS(=O)(=O)c1ccc(Cl)cc1)N1CCC2(O)CCCCC2C1 (stereo not given) | 95 | 0 | 100 | 0 | 0 | 0
21 | Cc1ccc(OCCC(=O)Nc2c(C)n(C)n(-c3ccccc3)c2=O)cc1 | 101 | -12 | 101 | -1 | -5 | -16
22 | CC(=O)NC(=S)Nc1ccc(S(=O)(=O)N2CCOCC2)cc1 | 105 | -3 | 105 | 5 | -1 | 5
23 | CCc1ccc(C(=O)NNC(=O)OC)cc1 | 95 | -1 | 100 | -2 | -4 | -2
24 | CC12C(=O)N(Cc3ccccc3)C(=O)C1C1C=CC2C1 (stereo not given) | 99 | -4 | 98 | 0 | -4 | -14

cpd | Bcl-B Bim block | GSH bead fluor | RGS7-Gao | ABCG2 inh | ABCB1 block
17 | -9 | 38 | 99 | 2 | 0.7
18 | -4 | 16 | 99 | 1 | 0.6
19 | -8 | 25 | 100 | 1 | 0.3
20 | 1 | 10 | 101 | 4 | 0.4
21 | -7 | 24 | 105 | 6 | 0.4
22 | 0 | 16 | 103 | 7 | 0.5
23 | -4 | 11 | 96 | 10 | 0.5
24 | -5 | 22 | 99 | -5 | 0.0

Ordered by the number under Bcl-XL Bim block (highest first): three of the compounds above.
| item | Structure | Bcl-XL Bim block |
| --- | --- | --- |
| 20 | O=C(CCNS(=O)(=O)c1ccc(Cl)cc1)N1CCC2(O)CCCCC2C1 (stereo not given) | 0 |
| 22 | CC(=O)NC(=S)Nc1ccc(S(=O)(=O)N2CCOCC2)cc1 | -1 |
| 17 | N#Cc1nc(COc2ccccc2)oc1N1CCN(Cc2ccccc2)CC1 | -8 |

(next part)
cpd | Structure | RGS8-Gao reg | Bim-Bcl-2 | RGS4-Gao reg | Bim-Bcl-W | Bcl-XL Bim block | Bfl-1 Bim block
25 | COc1cccc(NC(=O)C2CCCN2C(=O)OCc2ccccc2)c1 (stereo not given) | 101 | -6 | 100 | -4 | -7 | -12
26 | N#C/C(=C/c1ccc(N2CCCCC2)cc1)c1cccc(F)c1 | 85 | -1 | 99 | 0 | 0 | 0
27 | O=C(Nc1ccc(F)cc1)c1nsc(Cl)c1Cl | 105 | -33 | 101 | 0 | -7 | -2
28 | Cc1cc(C)c(NC(=O)CN(c2ccccc2)S(=O)(=O)N(C)C)c(C)c1 | 107 | 0 | 104 | 0 | 1 | -1
29 | O=[N+]([O-])c1cc(Cl)ccc1-c1nc(-c2ccccc2)no1 | 104 | 1 | 102 | -3 | -3 | 0
30 | O=C(Oc1ccc2c(c1)OCO2)c1cccs1 | 98 | -13 | 99 | -3 | -3 | -7
31 | COc1ccc(NC(=O)NN(C(=O)c2ccccc2)C(C)(C)C)cc1 | 102 | -12 | 102 | -3 | -6 | -12
32 | COc1ccc(CNC(=O)c2ccc(-c3ccccc3)cc2)cc1 | 111 | -6 | 108 | -2 | 0 | -6

cpd | Bcl-B Bim block | GSH bead fluor | RGS7-Gao | ABCG2 inh | ABCB1 block
25 | -8 | 25 | 97 | 0 | 0.3
26 | 0 | 10 | 101 | -3 | -0.7
27 | 0 | 23 | 100 | 1 | 0.1
28 | 0 | 10 | 106 | 5 | 0.8
29 | -8 | 6 | 102 | 27 | 2.8
30 | -11 | 30 | 100 | 0 | -2.3
31 | -8 | 11 | 101 | 19 | 1.5
32 | -6 | 52 | 104 | 2 | 0.1

Remaining list, next part.
cpd | Structure | RGS8-Gao reg | Bim-Bcl-2 | RGS4-Gao reg | Bim-Bcl-W | Bcl-XL Bim block | Bfl-1 Bim block
33 | FC(F)(F)c1cccc(Cc2noc(CN3CCCC3)n2)c1 | 102 | -1 | 102 | 0 | 0 | -1
34 | O=C(NCc1nc2ccccc2[nH]1)C1=C[C@H](c2ccc(C(F)(F)F)cc2)C[C@H](OCc2ccc(CO)cc2)O1 | 99 | -9 | 98 | -3 | -2 | -3
35 | Cc1ccccc1N(CC(=O)NCCSCc1ccco1)S(C)(=O)=O | 94 | 1 | 93 | 1 | 0 | 2
36 | COc1ccc(CN2CCC(C(=O)N3CCCC(C)C3)CC2)cc1OC (stereo not given) | 106 | 0 | 104 | 0 | -4 | -3
37 | COc1cc(OC)cc(-c2n[nH]c(=S)n2-c2cc(OC)ccc2OC)c1 | 101 | -12 | 102 | -3 | -6 | -15
38 | COc1ccc(NC(=O)NCc2ccc3c(c2)OCO3)cc1 | 101 | 0 | 98 | -2 | 0 | -4
39 | O=C(NCc1cccs1)C1CC(=O)N(c2ccc(Cl)cc2)C1 (stereo not given) | 106 | -6 | 104 | -2 | -3 | -14
40 | O=C1CN(c2nc(-c3ccccc3)c3cc(Cl)ccc3n2)c2ccccc2N1 | 99 | -4 | 100 | -3 | -5 | -1

cpd | Bcl-B Bim block | GSH bead fluor | RGS7-Gao | ABCG2 inh | ABCB1 block
33 | -3 | 11 | 95 | 9 | -0.5
34 | -4 | 20 | 99 | 10 | 4.5
35 | 1 | 20 | 94 | 3 | 1.1
36 | 0 | 14 | 102 | -1 | 0.0
37 | -13 | 34 | 96 | 15 | 0.7
38 | 0 | 15 | 97 | 6 | -0.7
39 | -8 | 22 | 108 | 4 | 1.3
40 | -3 | 12 | 98 | 2 | 0.6

In the list so far, these have an aryl thioether with sulfur outside any ring:
cpd | Structure | RGS8-Gao reg | Bim-Bcl-2 | RGS4-Gao reg | Bim-Bcl-W | Bcl-XL Bim block | Bfl-1 Bim block
1 | CCS(=O)(=O)c1ccc2oc(SCC(=O)Nc3ccc(OC)c(OC)c3)nc2c1 | 101 | -4 | 98 | -2 | -2 | -2
4 | CCOc1ccc(C(c2c(O)nc(SC)n(C)c2=O)c2c(O)nc(SC)n(C)c2=O)cc1 | 96 | 0 | 101 | 2 | 0 | 0
8 | Cc1ccc(NC(=O)CSc2nnc([C@@H]3CCCN3C(=O)OC(C)(C)C)o2)c(C)c1 | 101 | -1 | 101 | -1 | -4 | -2
9 | COc1ccc(OC)c(NC(=O)CSc2nnnn2-c2ccc3c(c2)OCO3)c1 | 99 | 2 | 92 | 1 | 0 | -4
11 | CC(C)(C)NC(=O)CSc1nc2ccc(NC(=O)CSc3nnc(N)s3)cc2s1 | 98 | 11 | 102 | -1 | 2 | 14
12 | O=C(CSc1nc2ccccc2s1)Nc1ccc(N2CCOCC2)c(Cl)c1 | 100 | -8 | 100 | -7 | -12 | -16
16 | Cc1ccc(C)c(NC(=O)CSc2ncnc3nc[nH]c23)c1 | 102 | -7 | 101 | -5 | 0 | -2

cpd | Bcl-B Bim block | GSH bead fluor | RGS7-Gao | ABCG2 inh | ABCB1 block
1 | -2 | 12 | 92 | 0 | -0.1
4 | 1 | 18 | 96 | -2 | -0.3
8 | -8 | 4 | 102 | -2 | -0.3
9 | 1 | 27 | 88 | 1 | -5.2
11 | 0 | 8 | 101 | 3 | -0.2
12 | -17 | 18 | 102 | 1 | 0.0
16 | -8 | 16 | 104 | 4 | 0.3

Screening results (PubChem BioAssay)
